# Integrin act MD: integrin-mediated muscular dystrophy alleviation activation; alpha7betagal myoblasts, beta-gal FDG fluorescence, 48 h; Potency, µM (series often up to 38.3 µM), for inactives: top-dose activation, most hits filed as activators; hit rate 0.064% among 350,000;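 also: potency is read from the fitted curve at half-maximal effect; 100% = response of the positive control SU9516; nearly all actives have a fitted effect of over 60% in size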
#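 Alpha7betagal+/- myoblasts (passage 13) were plated 16-24 hr, then exposed to compounds (1:260 dilution of DMSO stock) for 48 hours at 37C. After MPER lysis, β-galactosidase reporter activity was read as FDG fluorescence (ex 480/em 540) after 30 minutes.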
# TCR activator: T cell receptor activation. primary human leukocytes, anti-CD3, IL-2 HTRF, 48 h. Potency, µM (highest dose often 9.22 µM), for the others: top-dose activation of IL-2 secretion, hits mostly activators. 330,000 tested, under 10 active. AID 504894; also: % of control where 0% means no effect
#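 Using a-CD3 beads without co-stimulation, primary human leukocytes were exposed to compounds for 48 hr. An HTRF IL-2 kit measured the cytokine, with europium-to-d2 energy transfer producing emission at 665nm upon 320nm excitation.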
# B2AR arrestin: beta2AR (human) beta-arrestin recruitment activity. hit rate 0.02% among 330,000. beta-arrestin recruitment to beta2AR, cell-based reporter. AID 492947. Potency, µM (top dose mostly 46.1 µM), for inactives: at the highest dose activation, most hits filed as activators. P07550;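 also: potency is read from the fitted curve at half-maximal effect; 0% = DMSO controls and full agonism = EC100 isoproterenol or metaproterenol; nearly all actives have a fitted effect of over 65% in size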
# Target sequence (P07550 whole entry, looked up): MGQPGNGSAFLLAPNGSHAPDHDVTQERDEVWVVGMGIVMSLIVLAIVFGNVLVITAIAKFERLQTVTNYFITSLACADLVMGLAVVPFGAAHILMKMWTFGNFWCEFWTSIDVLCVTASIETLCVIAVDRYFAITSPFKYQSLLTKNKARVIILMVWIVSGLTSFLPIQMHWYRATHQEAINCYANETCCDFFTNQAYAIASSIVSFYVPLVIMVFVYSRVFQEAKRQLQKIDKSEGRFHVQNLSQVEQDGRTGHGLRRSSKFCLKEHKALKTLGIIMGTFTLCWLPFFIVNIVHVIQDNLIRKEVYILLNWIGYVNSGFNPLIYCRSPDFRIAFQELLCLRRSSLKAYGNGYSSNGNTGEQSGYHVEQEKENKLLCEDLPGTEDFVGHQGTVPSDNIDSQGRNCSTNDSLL
# BRCA1 expr act: BRCA1 expression activation; MCF7-BRCA1-FFLuc reporter, luminescence, 48 h; response scale: scaled: vehicle 0%, 10 µM genistein 100%; Potency, µM (highest dose often 46.1 µM), inactives show top-dose activation, usual class: activators; hit rate 1.1% among 380,000; also: potency is read from the fitted curve at half-maximal effect; nearly all actives have a fitted effect of over 80% in size; some results filed as inactive show a strong effect at the top dose
#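 MCF7-BRCA1-FFLuc cells, 2000/well in phenol-red-free MEM, attached 2 h then treated 48 h at 37 C. Luciferase luminescence read 15 min after reagent; normalized to genistein maximum activation (10microM) and DMSO, concentration-response fitted.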
# TRPV1 agonist: activates the human vanilloid receptor TRPV1. Q8NER1. TRPV1-expressing cells, Fluo-8 calcium influx, agonist mode. activation, % at 8.33 µM. hit rate 0.19% among 320,000. AID 540275; in the data active = activation above about 80%; inconclusive = between about 30% and that limit; also: 0% is about no effect
#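 Cells expressing TRPV1 were dye-loaded with Fluo-8 and read kinetically: 10 s baseline, 3 min after compound (agonist portion), then 2 min after EC20 capsaicin (allosteric enhancer portion). Calcium-bound dye fluorescence at 480/520 nm.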
# MLL CXXC-DNA inh: MLL CXXC-DNA interaction inhibition | Q03164 | MLL-CXXC / FITC-HOXA9 DNA fluorescence polarization | Potency, µM (series often up to 115 µM), for inactives: at the highest dose activity change, negative = inhibition, actives largely listed as inhibitors | hit rate 0.037% among 290,000 | AID 2662; active = well fitted inhibition curve with a large enough effect in the polarisation, with a control signal flat, not every such curve was filed as active; inconclusive = small, poorly fitted or top-dose-only effect, or effect the other way, or a change in a side signal; inactive = no such curve, though single readings can be large or run the other way; the % refers to the polarisation; also: potency is read from the fitted curve at half-maximal effect
#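 Purified MLL-CXXC (added from a 7 uM solution) was preincubated 5 min at ambient with pinned compounds in 50 mM Tris-HCl pH 7.5, 50 mM NaCl, 1 mM DTT, 0.05% BSA. Fluorescein-labeled HOX-A9 DNA (50 nM solution) followed, 30 min, then polarization read.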
# PTAP TSG101 blk: blocks PTAP/TSG101 interaction to inhibit HIV-1 budding. Fluorescence polarization, FITC-PTAP peptide / Tsg101 binding. Potency, µM (titrated, usually from 115 µM), inactives show at the highest dose activity change, negative = inhibition, actives largely listed as inhibitors. 340,000 tested, under 10 active. AID 493005; active = well fitted inhibition curve with a large enough effect in the main read-out, with a control signal flat, not every such curve was filed as active; inconclusive = small, poorly fitted or top-dose-only effect, or effect the other way, or a change in a side signal; inactive = no such curve, though single readings can be large or run the other way; also: potency is read from the fitted curve at half-maximal effect; % of control where 0% means no effect
# Target sequence (Q99816 whole entry, looked up): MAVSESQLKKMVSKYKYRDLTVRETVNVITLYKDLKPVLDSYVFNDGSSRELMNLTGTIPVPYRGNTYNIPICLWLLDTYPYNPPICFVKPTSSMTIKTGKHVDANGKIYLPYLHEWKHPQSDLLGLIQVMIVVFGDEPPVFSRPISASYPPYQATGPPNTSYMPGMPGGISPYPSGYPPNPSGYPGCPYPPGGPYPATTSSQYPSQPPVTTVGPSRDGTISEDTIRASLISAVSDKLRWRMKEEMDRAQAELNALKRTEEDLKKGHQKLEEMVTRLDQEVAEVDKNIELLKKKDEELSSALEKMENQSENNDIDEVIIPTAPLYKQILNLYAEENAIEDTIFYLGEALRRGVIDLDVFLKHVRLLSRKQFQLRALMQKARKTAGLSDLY
#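 Compounds were pin-transferred onto Tsg101 binding domain (10 uM final) in HEPES pH 7.5 buffer, then FITC-PTAP peptide was added at 50 nM final. After 20 min at RT, polarization reported peptide displacement across a qHTS concentration series.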
# AT treatment: potential ataxia-telangiectasia treatments restoring KAP-1 phosphorylation; […] A-T fibroblasts, KAP-1 phosphorylation AlphaLISA; neocarzinostatin DNA damage 30 min before lysis; Potency, µM (titrated, usually from 57.5 µM), for inactives: at the highest dose activation, usual class: activators; hit rate 0.19% among 320,000; AID 485349; also: potency is read from the fitted curve at half-maximal effect; % of control where 0% means no effect; nearly all actives have a fitted effect of over 45% in size
#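 ATM-like activity read as KAP-1 phosphorylation via AlphaLISA donor/acceptor antibody pairs after lysis and 6 hr at 25C. Cells were ATM-null patient fibroblasts ([…], hTERT), dosed 60 min, then exposed to the DSB inducer NCS for 30 min.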
# ELG1 repair inh: blocks ELG1-dependent DNA repair in HEK293T cells; HEK293T ELG1-luciferase reporter, luminescence, 16 h; DNA damage induced by 5-fluorouridine; Potency, µM (top dose mostly 46.1 µM), inactives show at the highest dose activity change, negative = inhibition, hits mostly inhibitors; hit rate 2.3% among 330,000; AID 504467; also: potency is read from the fitted curve at half-maximal effect; % is scaled to controls: 0 for no effect and ±100 for the full control effect; nearly all actives have a fitted effect of over 55% in size
#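 Reporter activity after DNA damage by 5-fluorouridine is monitored. Compound-treated cells incubate 16 hr at 37 °C, then ONE-Glo is added for 30 min before luminescence reading.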
# p53 reactivation: re-activators of mutant p53 | Potency, µM (titrated, usually from 92.2 µM), inactives show at the highest dose activity change, positive = activation, usual class: activators | AID 504706 | hit rate 0.063% among 320,000 | H1299 p53-A138V BP100-luciferase reporter, luminescence, 24 h; also: potency is read from the fitted curve at half-maximal effect; % of control where 0% means no effect; nearly all actives have a fitted effect of over 45% in size
#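 H1299 (p53-null), stable ts p53-A138V + BP100-Luc; 1000 cells/well, Opti-MEM/10% FBS; cpd 4 pt, 1:5; 24 h, 37 deg C, 5% CO2; detection reagent 10 min RT; luminescence.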
# An asterisk follows results filed as active; ? = inconclusive; . = not tested or not shown; [ ] = another dose, or the depositor's remark. Unless noted, calls follow the shape of the dose curve; as a rule, active = well fitted curve in the direction sought with a large enough effect; inconclusive = small, poorly fitted or top-dose-only effect, or another doubt; inactive = no such curve, though single readings can be large; an effect the other way counts as inactive or inconclusive.
# Each structure is followed by: PTAP TSG101 blk	BRCA1 expr act	Integrin act MD	B2AR arrestin	TCR activator	TRPV1 agonist	ELG1 repair inh	MLL CXXC-DNA inh	AT treatment	p53 reactivation
Cc1nnc2ccc(N3CCN(C(=O)c4ccccc4)CC3)nn12
 : -4%	-15%	2%	-0.8%	7%	.	23%	0%	6%	-2%
Cc1nc2cc(NC(=O)NC3CC3)ccc2n1C
 : 0%	74%	-13%	0.2%	3%	-7	?	8%	-5%	1%
CCCC(=O)Nc1ccc(C(=O)Nc2nnc(COC)s2)cc1
 : -6%	26%	-7%	0.2%	-94%	2	15%	3%	8%	-2%
CCn1nc(C)c(CNC(=O)Nc2ccc3c(c2)OCO3)c1C
 : -3%	75%	-18%	0.0%	.	2	?	-2%	-1%	21%
CC(Oc1cccc(Cl)c1)C(=O)Nc1ccccc1C(=O)N1CCCCC1 (centres undefined)
 : -10%	-18%	2%	0.3%	0%	?	-8%	.	6%	-9%
Nc1n[nH]c(-c2ccc(F)cc2)n1
 : -2%	20%	-17%	-0.7%	2%	-3	26%	6%	-5%	24%
C[C@@]12CCC=C[C@H]1[C@H](c1ccc3ccccc3c1Br)N(Cc1ccccc1)C2=O
 : -1%	-61%	-7%	-0.2%	0%	26	12%	8%	18%	-15%
CS(=O)(=O)N1CCC(C(=O)Nc2cccc([N+](=O)[O-])c2)CC1
 : -5%	-3%	21%	0.2%	0%	4	-8%	?	4%	1%
N/C(=N\OC(=O)/C=C/c1ccccc1Cl)c1cccnc1
 : 1%	4µM*	3%	0.3%	0%	18	?	-1%	0%	?
CN(C)CCNC(=S)NC1CCCCC1
 : -3%	16%	-1%	-0.7%	2%	1	5%	0%	0%	1%
CCC(=O)c1ccc(OCC(=O)Nc2cccc(S(=O)(=O)N(C)c3ccccc3)c2)cc1
 : 2%	0%	-7%	0.2%	-1%	-1	?	.	2%	5%
Cc1ccc(NC(=O)NCc2cccn2C)cc1C
 : 1%	92%	0%	4.0%	3%	16	?	21%	-20%	10%
CCO[C@H]1OC(C(=O)N2CCN(C)CC2)=C[C@@H](C(C)(C)C)[C@@H]1CCCO
 : .	12%	39%	-0.1%	-3%	-4	2%	5%	6%	2%
O=C(NCCO)C(=O)c1c(-c2ccccc2)cc2ccccn12
 : 0%	0%	0%	0.0%	5%	-4	14%	18%	1%	0%
Cc1ccc(OCC(=O)O/N=C(\N)Cc2cccs2)cc1C
 : -4%	32%	15%	.	-1%	.	.	.	.	.
Cc1cc([N+](=O)[O-])cc([N+](=O)[O-])c1NCC(C)C
 : -3%	-11%	-20%	-1.0%	14%	1	0%	-6%	1%	2%
NNC(=O)COc1ccccc1[N+](=O)[O-]
 : -11%	-4%	?	-0.4%	7%	1	6%	0%	0%	6%
Cc1[nH]c2ccccc2c1/C=N/NC(=O)CNC(=O)Cc1ccccc1
 : -9%	2%	43%	0.1%	-2%	0	17%	49%[activator]	-5%	3%
Cc1ccc(S(=O)(=O)N2CCNC(=O)CC2)cc1
 : -1%	10%	-9%	-0.1%	-3%	1	13%	3%	1%	-1%
COC(=O)c1oc2ccc(Br)cc2c1NC(=O)c1ccccc1
 : 2%	-21%	41%	-0.1%	4%	-1	9%	1%	-7%	-8%
Cc1nc2ccccc2c2oc(C(=O)NCCN3CCCCC3C)cc12 (centres undefined)
 : -5%	29%	-44%	3.6%	-13%[46.1 µM]	0	-3%	5%	-1%	-26%
CN1CCN(C(=O)c2ccc3ccccc3c2)CC1
 : -2%	38%	1%	0.1%	-4%	-1	?	3%	30%	11%
CNC(=O)CN1C(=O)NC2(CCc3ccccc32)C1=O (centres undefined)
 : -2%	2%	16%	-0.1%	-1%	-1	19%	21%	7%	-8%
CCOc1ccc(Nc2nc(N)c([N+](=O)[O-])c(N3CCOCC3)n2)cc1
 : 0%	-5%	-24%	0.4%	2%	0	-19%	3%	-13%	3%
CN(C)c1cncc(C(=O)O)c1
 : -5%	3%	5%	0.0%	2%	23	8%	?	-4%	0%
Cc1cc(C(=O)Cn2nnc(-c3ccc(Cl)cc3)n2)c(C)n1CC1CCCO1 (centres undefined)
 : 0%	-52%	-26%	0.2%	.	?	?	-11%	5%	9%
O=C(CCNC(=O)c1ccc([N+](=O)[O-])cc1)NCc1cccs1
 : 2%	-10%	-10%	-0.4%	-1%	.	-4%	.	7%	-5%
CCCc1nc(Nc2nc3ccccc3o2)nc(C)c1C(=O)OCC
 : -6%	?	18%	-0.8%	-1%	1	?	-25%	-6%	25%
CN=C1c2ccccc2CN1c1cccc(C(=O)OC)c1
 : -5%	37%	-33%	0.2%	-6%	8	?	-1%	-3%	5%
COc1ccc(S(=O)(=O)N2CCCCC2)cc1NC(=O)c1cnc(C)cn1
 : -1%	-25%	2%	0.3%	2%	-2	-3%	.	8%	-2%
COc1ccc(N2C(=O)C(CN3CCN(C)CC3)C2c2ccccc2)cc1 (centres undefined)
 : -6%	-4%	20%	0.0%	2%	5	4%	21%	2%	-3%
O=C1c2ccccc2[C@@H]2C[C@@H](O)[C@H](Nc3cccc(C(F)(F)F)c3)CCN12
 : 1%	-13%	-19%	0.3%	1%[46.1 µM]	.	-20%	.	11%	-8%
CCCCCn1c(SCCOCC)nc2c1c(=O)[nH]c(=O)n2C
 : -5%	-16%	2%	-0.4%	4%	10	2%	-13%	-4%	-1%
CC(C)Cn1c(-c2nn(C)cc2Cl)n[nH]c1=S
 : 0%	-9%	8%	-0.3%	-7%	-1	-13%	-1%	-2%	6%
CCc1cccc(C)c1NC(=O)CSc1nc(C)c(C)o1
 : -6%	7%	0%	0.6%	13%	1	-6%	5%	7%	-2%
Cc1cccnc1NC(=O)C1CCN(S(=O)(=O)c2ccc3ccccc3c2)CC1
 : -1%	-6%	-2%	0.6%	-5%	1	1%	.	-4%	1%
CC(=O)c1ccc(NC(=O)/C(=C\c2ccccc2)NC(=O)/C=C/c2ccccc2)cc1
 : -6%	0%	-15%	-0.5%	1%	-2	-13%	17%	-11%	2%
O=C1c2ccccc2-c2c1cccc2C(=O)N1CCOCC1
 : -1%	5%	12%	-1.0%	-2%[46.1 µM]	-2	17%	1%	2%	-3%
O=C(COC(=O)c1ccc(F)c(S(=O)(=O)N2CCOCC2)c1)NCCc1ccc(F)cc1
 : 0%	5%	-15%	-0.4%	4%	.	0%	.	-7%	1%
CCCC(=O)Nc1ccc(C(N)=O)cc1
 : 1%	-5%	-2%	-0.2%	8%	6	?	4%	0%	0%
COc1ccc(CCNC(=O)COC(=O)COc2ccc(Cl)cc2)cc1OC
 : 1%	-4%	24%	-0.1%	-1%	2	0%	14%	4%	-3%
O=C(CC1SC(=Nc2ccccc2)N(CCCO)C1=O)Nc1ccc(Cl)cc1 (centres undefined)
 : -7%	-38%	-5%	0.1%	12%	6	?	-2%	1%	-8%
CCN1C(=O)CC(n2c(C)nc3ccccc32)C1=O (centres undefined)
 : -1%	0%	13%	-0.3%	3%	1	6%	3%	17%	2%
O=S1(=O)CCN2C=C(Cl)C=C(Cl)C2=N1
 : -1%	-23%	26%	-0.6%	2%	0	1%	-7%	-1%	-1%
COc1ccc(OC(C)C(=O)Nc2cccc(F)c2)cc1 (centres undefined)
 : -1%	22%	-18%	-0.2%	3%	?	-7%	2%	7%	-1%
CCCCC(=O)NNC(=S)NC(=O)c1cccc([N+](=O)[O-])c1
 : -5%	-2%	-12%	-0.1%	0%	-14	?	39%[activator]	-1%	8%
CC(=O)CCC(=O)OCC(=O)c1ccc(C(F)(F)F)cc1
 : 2%	-3%	24%	3.6%	-1%	-7	?	-3%	-12%	-3%
CSc1ncccc1C(=O)NCC12CC3CC(CC(C3)C1)C2
 : 0%	0%	-22%	-0.4%	-3%	13	0%	13%	8%	0%
CC(C)(C)n1nc2c(c1NC(=O)c1ccc(F)c(F)c1)CS(=O)(=O)C2
 : 3%	-11%	0%	-0.3%	-4%	1	4%	-8%	10%	14%
Fc1ccc(C(c2nnnn2C2CCCC2)N2CCN(Cc3ccccc3)CC2)cc1 (centres undefined)
 : -3%	-33%	-1%	-0.4%	2%	15	-2%	7%	3%	-2%
COCCC(=O)N1CCC(Oc2ccc(C(=O)NCc3csc(C)n3)cc2)CC1
 : -4%	17%	27%	-0.1%	7%	-4	7%	20%	15%	-8%
Cc1cc(C(=O)CSc2nn3c(=O)c(C(C)(C)C)nnc3s2)c(C)n1-c1ccc(F)cc1
 : 3%	12%	11%	-0.3%	-2%	-1	-22%	-3%	7%	16%

# High-throughput results as filed in PubChem BioAssay.
